# miR-122 sensor – inhibitors of miR-122 in Huh7 cells | activation (reporter increase), % at 12.5 µM | AID 602342 | Huh7 miR-122 Renilla luciferase sensor, 48 h; neutral wells = 0, positive control = 100 | actives 0.3% (n = 340,000);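 active = mean replicate activation score at least 90 and every replicate individually at or above 90; inconclusive = only one of the two criteria met; inactive = neither criterion met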;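 also: higher luciferase means less miR-122 activity so hits act as miR-122 inhibitors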
# FN deposit inh – fibronectin deposition inhibition; AH1F fibroblasts, Alexa488-fibronectin deposition fluorescence, overnight; inhibition, % at 12.6 µM; actives 0.086% (n = 350,000); AID 743247;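 active = mean inhibition across replicates of 30% or more, regardless of how many single replicates reach that level; inconclusive = mean under 30% yet at least half of replicates reach 30%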;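 also: positive control wells lacked labelled fibronectin entirely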
#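 Material: AH1F fibroblast monolayer depositing Alexa488-labelled fibronectin into matrix / Amount: 10000 AH1F cells per well / Signal: fluorescence 485/525 nm / Medium: DMEM, 2% serum / Compound: single dose, pinned / Incubation: 1 h cell adhesion before compound, then overnight fibronectin incubation / Reagent: Alexa488-FN, 24 nM final / Read-out: inhibition of fibronectin deposition signal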
# PAX8 inh HTS – PAX8 transcriptional activity inhibition | RMG-I TPO-luciferase reporter, SteadyGlo, 24 h | inhibition, % at 12.6 µM | actives 1.2% (n = 360,000) | AID 652154;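 active = mean replicate inhibition at least 60% with every replicate also reaching 60%; inconclusive = only one of the two criteria is met; inactive = mean below 60% and not all replicates reaching 60%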;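 also: luciferase light reporting Pax8 driven TPO promoter activity; plate controls were median of neutral control wells for no effect and mitoxantrone controls for full effect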
# DENV2 CPE rescue – protects cells from dengue virus 2 cytopathic effect. CPE inhibition, % at 9.99 µM. actives 1.7% (n = 350,000). DENV2-infected cells, cytopathic effect rescue, plate reader; in the data active = CPE inhibition above about 20%, passing the limit was not always enough; inconclusive = no clear call, values can overlap the other calls; tested in BHK-21 cells;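 also: 0% = median of neutral control wells and 100% = median of positive control wells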
# INS-1E GSIS act – GLuc luminescence reporter in INS-1E cells, primary screen for activators of glucose-dependent secretion of insulin | INS-1E GLuc reporter insulin secretion, 2-3 h | actives 0.61% (n = 370,000) | activation, % at 16.6 µM;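 active = lowest replicate activation of at least 40%, so every replicate reaches that level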;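 also: 0% = median of neutral control wells and 100% = median of IBMX positive control wells; some compounds called inactive have numbers as strong as hits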
# CFTR F508del cor – correctors of CFTR F508del function in bronchial epithelial cells. CFBE cells, YFP halide quenching; stimulated with forskolin plus potentiator P3; % fluorescence drop versus neutral controls. activity (quench increase), % at 7.58 µM. actives 0.36% (n = 350,000). AID 720511;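 active = mean added fluorescence quench of at least 8% versus neutral control, with both replicates also reaching 8%; inconclusive = only one of the mean or replicate conditions met; inactive = mean below 8% and not both replicates reaching 8%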;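 also: cells transiently co-express mutant CFTR-F508del with the halide-sensitive YFP; corrector assay measuring rescue of mutant channel to the surface after 24 h compound exposure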
# EWS-Fli inh – blocks EWS/Fli oncoprotein-driven transcription; A673 NR0B1-luciferase reporter, viability-normalised; inhibition, % at 12.6 µM; actives 0.67% (n = 350,000); AID 651661;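 active = mean inhibition of at least 50% after viability correction, with every replicate also passing that limit; inconclusive = mean reaches 50% but only one of two replicates passes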;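 also: firefly luciferase signal divided by Alamar Blue viability fluorescence both relative to DMSO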
# Active calls of the source: *; ? = inconclusive; nt = not tested or not shown; [ ] = remark or other dose. Rows were taken by chance; 3.9% or so of the library scored in one or more.
SMILES,miR-122 sensor,FN deposit inh,PAX8 inh HTS,DENV2 CPE rescue,INS-1E GSIS act,CFTR F508del cor,EWS-Fli inh
CN1CCN(c2ccc(NC(=O)CSc3nnnn3-c3ccccc3Cl)cc2)CC1,6.9,1.4,10.4,9.5,4.2,3.7,3.1
OC[C@@H]1CN(Cc2ccc(F)cc2)C[C@H](n2cnc3c(NCc4ccco4)ncnc32)O1,-6.1,7.1,-1.8,-1.2,-18.3,-0.3,5.4
Cc1noc(C)c1NC(=O)Nc1ccc2c(c1)C(=O)N(C)[C@H]1CC[C@@H](CC(=O)N(C)C)O[C@@H]1CO2,4.9[16.7 µM],-4.0,-9.5,-0.9,0.7,-0.6,3.6
Cc1ccccc1C(=O)NNC(=O)C1CCN(C(=O)Nc2ccccc2)CC1,-1.2,4.8,nt,-2.5,2.4,-2.3,-1.1
O=C(C[C@@H]1C=C[C@H](NC(=O)Cc2ccccn2)[C@H](CO)O1)NCCc1ccccc1,nt,nt,nt,-7.8,0.8,1.2,-7.6
C[C@@H]1CN([C@H](C)CO)C(=O)c2cc(NC(=O)Nc3ccc(F)cc3)ccc2O[C@H]1CN(C)Cc1ccc2c(c1)OCO2,-9.1[16.7 µM],-2.3,3.9,-3.6,-21.0,-0.9,-2.6
Cc1cc(C)nc(Sc2c(C)n[nH]c2C)n1,-1.7,nt,nt,1.6,9.1,-1.7,-10.6
CCCN1C[C@H](C)[C@H](OC)CN(C)C(=O)c2ccc(NC(=O)Nc3cccc(F)c3)cc2OC[C@@H]1C,-19.8[16.7 µM],-3.1,8.4,0.5,-12.4,3.9,-0.9
COc1ccc(S(=O)(=O)CCc2nnc(NC(C)=O)s2)cc1,nt,10.3,8.8,-3.5,-0.6,nt,1.8
CC(C)CC(=O)NC(=S)Nc1ccccc1N1CCCC1,nt,-1.4,10.8,8.5,-17.8,-3.3,2.4
COC(=O)c1ccc(COc2ccc(C=O)cc2)o1,-1.4,-3.0,-29.4,-3.1,6.4,0.1,-15.0
O=C(Nc1ccccc1)/C(=C/c1ccccc1)NC(=O)c1ccco1,nt,4.6,-14.4,11.8,nt,-1.5,-0.8
Cc1ccc(-c2nc(SC(C)C(=O)N3CCOCC3)n[nH]2)cc1 (stereo not drawn),6.1,nt,-8.8,-4.2,12.8,1.7,nt
CCC1CN(C(=O)N2CCC(C(=O)NCc3ccc(OC)cc3OC)CC2)c2ccccc2O1 (stereo not drawn),3.5,1.5,34.9,-0.6,-14.2,-1.1,nt
CCOC(=O)C1CCCN(C(=O)c2cc(S(=O)(=O)Nc3ccccc3OC)ccc2C)C1 (stereo not drawn),-5.4,12.0,5.6,-6.3,-5.5,-1.1,-3.7

# Entries of single compounds as entered above. Screens in order: miR-122 sensor, FN deposit inh, PAX8 inh HTS, DENV2 CPE rescue, INS-1E GSIS act, CFTR F508del cor, EWS-Fli inh
# O=C(C[C@@H]1C=C[C@H](NC(=O)Cc2ccccn2)[C@H](CO)O1)NCCc1ccccc1 reads nt, nt, nt, -7.8, 0.8, 1.2, -7.6
# CC(C)CC(=O)NC(=S)Nc1ccccc1N1CCCC1 reads nt, -1.4, 10.8, 8.5, -17.8, -3.3, 2.4

# Following part
SMILES,miR-122 sensor,FN deposit inh,PAX8 inh HTS,DENV2 CPE rescue,INS-1E GSIS act,CFTR F508del cor,EWS-Fli inh
CN(C)c1ccc(CN(Cc2ccco2)C(=O)c2ccco2)cc1,nt,-8.9,-26.8,0.5,-11.0,-0.9,5.0
CN1CCN(C2CN(CCc3ccccc3)S(=O)(=O)C2)CC1 (stereo not drawn),1.0,nt,-13.8,3.7,33.5,-0.5,-0.3
O=c1[nH]c(=S)[nH]c2c1C(c1ccc(F)cc1)OC(C1CCCCC1)C2 (stereo not drawn),7.8,-6.4,10.5,-5.8,-34.9,-1.9,19.9
COc1cc(C(=O)OCC(=O)NC2CCCC2)cc(OC)c1OC,-3.1,1.2,-1.4,-0.6,-7.4,1.5,5.3
COc1cccc(C(=O)N(Cc2cccs2)C2CCS(=O)(=O)C2)c1 (stereo not drawn),-4.1,-2.7,-5.0,-1.2,6.2,-31.8,5.3
Cc1cc(C)nc(NNS(=O)(=O)c2ccc(F)c(Cl)c2)n1,nt,0.1,-16.7,-1.1,14.6,-2.0,-6.8
c1ccc(-c2nc(N3CCOCC3)sc2-c2ccccc2)cc1,2.6,7.4,-2.5,6.7,26.7,-0.7,1.1
COc1ccc(NC(=O)CC2C(=O)N(C)C(=S)N2CCc2ccccc2F)cc1 (stereo not drawn),nt,7.1,14.5,-5.1,-4.2,-2.4,18.9
CCc1noc(C)c1C(=O)Nc1nc2c(C)cccc2s1,-3.7,0.9,-36.0,-9.2,0.9,1.4,-24.1
COc1ccc(CNC(=O)c2ccc(S(=O)(=O)N3CCOCC3)cc2)cc1,nt,1.1,nt,-5.3,3.9,1.3,5.0
Cc1ccc(S(=O)(=O)/N=C2\CN(C)C(=O)N2C)cc1,nt,12.0,-13.5,-6.7,45.2*,4.3,2.9
Nc1ccc(-c2cc(-c3cccc(N)c3)nc(-c3ccccc3)n2)cc1,-17.8,-1.4,-10.8,-7.1,18.5,nt,12.7
COc1ccc(-c2cc(=O)oc3cc(OCc4nn[nH]n4)ccc23)cc1,-1.3,-3.4,23.4,nt,nt,nt,nt
CCNC(=O)C(=O)Nc1ccc([N+](=O)[O-])cc1,0.5,5.1,-4.2,8.0,5.4,-2.4,-15.5
COc1cc(C2NC(=O)NC(c3ccccc3)=C2C(C)=O)c(Cl)cc1OCC(=O)O (stereo not drawn),nt,6.7,-10.0,-4.0,-5.7,1.8,5.3
C/C=C/c1ccc([C@H]2[C@H](CO)N3C(=O)CN(C(=O)Nc4ccc(OC)cc4)C[C@@H]23)cc1,nt,nt,-25.5,0.7,-1.1,1.7,0.3
C=CCN1C(=O)C(Cc2ccc(OC)cc2)SC1=Nc1ccc(C(=O)O)cc1 (stereo not drawn),-1.1,8.1,30.8,-12.9,-3.1,-0.2,5.1
COc1ccc(CN(C)C[C@H]2Oc3ccc(NS(=O)(=O)c4c(C)noc4C)cc3CC(=O)N([C@@H](C)CO)C[C@@H]2C)cc1,2.7[16.7 µM],-6.3,nt,8.0,22.7,1.5,-4.6
CC(C)[C@H](COC=O)NC(=O)[C@H]1O[C@@H](n2ccc(N)nc2=O)[C@H](O)[C@@H]1O,0.6,-10.5,-20.9,-2.4,5.5,-5.3,-2.5
CC(C)N1CCN(C2CSCCSC2)CC1CCO (stereo not drawn),-14.8,1.5,5.9,-2.0,3.8,0.3,8.1
O=C(Nc1ccc(F)cc1)N[C@H]1C=C[C@H](CC(=O)N2CCCCC2)O[C@@H]1CO,nt,-4.1,-19.6,18.3,1.0,0.9,-6.7
COc1cccc(C(=O)Nc2ccc3c(C)cc(=O)oc3c2)c1,-6.9,-2.3,-178.3,-0.7,7.3,-4.9,nt
Cc1noc(C)c1NC(=O)Nc1ccc2c(c1)C(=O)N([C@H](C)CO)C[C@@H](C)[C@H](CN(C)S(C)(=O)=O)O2,-2.8[16.7 µM],nt,nt,5.5,4.8,-2.7,-10.1
Cc1cc(O)ccc1Nc1cc(-c2cccc(N(C)C)c2)ncn1,-8.0,1.9,-236.9,8.9,12.8,-4.9,-109.4
O=C(NCc1ccc(-n2cccc2)cc1)c1cccc(F)c1,nt,-2.3,7.2,-3.6,2.2,2.7,7.2
CCOc1ccc(NS(=O)(=O)c2cc(C)c(C)cc2C)cc1,nt,-2.4,10.6,-1.4,-18.8,3.7,10.3
O=S(=O)(NCc1ccccc1)c1cccc2cccnc12,nt,0.1,-0.3,nt,16.7,nt,nt
COc1ccc(NC(=S)NC(=O)Cc2ccccc2)c(OC)c1,21.8,-4.2,5.5,-3.9,-1.8,-4.1,11.1
CO[C@@H]1CN(C)C(=O)c2cc(NC(=O)NC3CCCCC3)ccc2OC[C@@H](C)N(CC2CC2)C[C@H]1C,-3.2[16.7 µM],-2.2,nt,8.2,5.0,-0.2,1.9
Cc1cc(C(=O)Nc2ccon2)ccc1[N+](=O)[O-],-7.3,3.9,-18.8,-4.6,nt,1.4,-18.1
C[C@H]1CCCCO[C@@H](CN(C)C(=O)Nc2ccc(F)cc2)[C@@H](C)CN([C@@H](C)CO)C(=O)c2cc(NC(=O)c3ccncc3)ccc2O1,-1.7[16.7 µM],-3.6,4.5,-6.1,4.9,-1.1,2.2
O=C(NC(=S)Nc1ccccc1Br)c1ccco1,4.3,-2.7,-140.6,-6.8,9.3,-0.5,-78.6
COc1ccc(S(=O)Cc2ccc(C(=O)NC3CC3)o2)cc1 (stereo not drawn),1.2,-8.4,-5.1,-0.9,8.6,0.3,-5.4
COc1cccc(CN2CC3(CCN(C)CC3)c3c(n(C)c4cc(OC)ccc34)[C@@H]2CO)c1,nt,nt,nt,10.5,16.1,2.1,-4.0
COc1cccc(-c2ccc3c(c2)[C@@H]2[C@@H](CCN2C(=O)CC2CC2)[C@H](CO)N3C)c1,-8.1[16.7 µM],2.7,66.8*,-18.4,25.7,0.7,-4.1
CCN(CC(=O)Nc1ccc(Cl)c(S(=O)(=O)N(C)C)c1)CC(=O)NC(C)C,-0.3,nt,7.2,-4.6,-4.9,3.4,-1.6
O=C(Nc1ccc(N2CCOCC2)cc1)c1cccc(-n2cnnc2)c1,nt,7.7,-4.4,?,-0.2,-1.3,-2.7
Cc1cc(C(=O)NCCc2ccc(Cl)cc2)c2ccccc2n1,nt,2.4,7.3,9.4,-4.1,-0.1,-20.0
CCC(c1nnnn1-c1ccc2c(c1)OCCO2)N1CCN(c2cccc(C)c2C)CC1 (stereo not drawn),nt,14.1,-7.8,8.4,-6.7,1.2,5.8
COc1ccc(-c2ccc3c(c2)O[C@@H](CN(C)CC2CCOCC2)[C@H](C)CN([C@@H](C)CO)S3(=O)=O)cc1,1.4[16.7 µM],0.1,nt,-6.7,-12.3,-1.0,24.2
OCC[C@H]1C[C@@H](O)[C@H](O)[C@@]2(OCc3ccccc32)O1,3.1,6.1,-13.1,-13.2,17.5,1.9,-13.4
O=C(Nc1ccc2c(c1)OCCO2)c1cc2sccc2n1Cc1ccc(F)cc1,7.8,-4.3,-42.6,nt,nt,nt,nt
CC(=O)[C@H]1CC[C@H]2[C@@H]3CC=C4C[C@@H](O)CC[C@]4(C)[C@H]3CC[C@]12C,-2.2,nt,nt,-5.2,0.9,0.4,-2.0
COc1ccc(NC(C)=O)cc1NC(C)C(=O)Nc1ccc(S(=O)(=O)N2CCCCC2)cc1 (stereo not drawn),2.2,1.1,17.7,6.1,-19.2,3.7,-2.1
Cc1ccccc1S(=O)(=O)N1CC(=O)N2[C@@H](CO)[C@@H](c3ccc(C#CCN(C)C)cc3)[C@@H]2C1,nt,nt,nt,?,0.8,3.0,13.7
O=C(Nc1ccccc1)c1ccc(-c2ccc(Br)cc2)o1,0.4,2.9,-69.5,nt,nt,nt,nt
COc1ccc(S(=O)(=O)N[C@H]2CC[C@H](CC(=O)NCCc3ccncc3)O[C@@H]2CO)cc1,nt,nt,-8.8,-2.9,27.8,-0.9,3.2
COC(=O)c1scc(C)c1NC(=O)CC1NCCNC1=O (stereo not drawn),-7.2,0.3,-17.4,-1.2,60.4*,0.4,1.5
CC(C)NC(=O)/C(C#N)=C\c1ccc(N(C)C)o1,nt,6.4,21.1,6.7,-9.8,4.2,11.3
CCOc1ccc(-n2nc3c(Cl)nnc(C)c3c2C)cc1,1.6,-6.5,28.6,-10.1,5.0,0.7,13.2
COc1ccc(C(=O)Nc2ccc(N3CCCC3)cc2)cc1OC,nt,-36.3,-15.8,2.2,-1.6,0.7,-63.3
